Assay outcomes from PubChem BioAssay.
M. tuberculosis HTS: M. tuberculosis growth inhibition, HTS (AID 449762); M. tuberculosis H37Rv growth inhibition, 7H9 media; higher % means a stronger effect; inhibition, % at 25 µM, or IC50 in µM where a hit was titrated; hit rate 0.59% among 330,000; in the data active = a potency from the dose series; inconclusive = inhibition above about 70% without an active follow-up result;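 also: bacterial growth assessed after seven days of incubation; strong numbers were not always called active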
Salmonella PhoP GFP: Inhibition of PhoP regulon, Salmonella typhi GFP reporter cells, confirmation, 4 h (AID 1850); one-dose inhibition, % at 50 µM; IC50 in µM for titrated hits; hit rate 0.33% among 310,000; Salmonella Typhi PhoP-promoter GFP reporter, fluorescence, 4 h; higher % means a stronger effect; in the data active = a potency from the dose series; inconclusive = inhibition mostly from about 25% at the one dose, without a potency; inactive = the rest, 99 in 100 with inhibition below about 19%;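 also: 0% = induced wells with vehicle and 100% = uninduced wells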
M. tuberculosis: growth inhibition of non-replicating M. tuberculosis (AID 488890); Mycobacterium tuberculosis non-replicating, growth inhibition; higher % means a stronger effect; one-dose inhibition, % at 25 µM; IC50 in µM for titrated hits; hit rate 0.39% among 320,000; in the data active = a potency from the dose series; inconclusive = inhibition mostly from about 82% at the one dose, without a potency; inactive = the rest, 99 in 100 with inhibition below about 76%;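 also: plate controls were DMSO cells for no effect and high antibiotic wells for full effect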
VEEV TC-83 Vero: inhibitors of VEEV TC-83 cytopathic effect, confirmation, Vero cells (AID 588727) | Vero cells, VEEV TC-83 cytopathic effect inhibition; higher % means a stronger effect | one-dose inhibition, % at 20 µM; IC50 in µM for titrated hits | hit rate 0.13% among 350,000; in the data active = a potency from the dose series; inconclusive = inhibition mostly from about 14% at the one dose, without a potency; inactive = the rest, 99 in 100 with inhibition below about 12%; also: strong numbers were not always called active
H1N1 NS1A inhibition: NS1A inhibition, H1N1 influenza, cell based functional assay (AID 504329); NS1A functional cell-based assay, percent inhibition; higher % means a stronger effect; inhibition, % at 12.5 µM; hits with a dose series show IC50 in µM; hit rate 0.3% among 340,000; in the data active = a potency from the dose series; inconclusive = inhibition above about 27% without an active follow-up result; also: strong numbers were not always called active
VEEV TC-83 Vero 10K pilot screen: second read-out of VEEV TC-83 Vero, no call of its own (marks repeat the call); inhibition, %; measured here: 10K pilot screen inhibition
* = called active by the depositor; i = inactive; ? = inconclusive; / = no result given.

The opening 17 records (preview)
SMILES | M. tuberculosis HTS | Salmonella PhoP GFP | M. tuberculosis | VEEV TC-83 Vero | H1N1 NS1A inhibition | others
COc1ccc(S(=O)(=O)N2CCN(c3c(C)cccc3C)CC2)cc1OC | 1% | 2% | 16% | 0.4% | 1%
NC(=O)c1cc2cc(Cl)ccc2oc1=Nc1cccc(C(F)(F)F)c1 | -4% | -4% | / | 0.7% | 27%
Cc1ccc(C(OC(=O)c2ccco2)C(=O)NC2CCCCC2)cc1 (stereo not given) | 0% | -11% | -12% | i | 12%
Cc1c(C)c2ccc(OCC(=O)N3CCN(c4cccc(Cl)c4)CC3)cc2oc1=O | 17% | 6% | 9% | 0.1% | 5%
O=C1Nc2ccc(F)cc2C12SCCS2 | -2% | 12% | 20% | 1.5% | 3%
CCC(C)C(NC(=O)C1CCC(=O)N1C(=O)OCc1ccccc1)C(=O)NC(C(=O)N1CCCC1C(N)=O)C(C)CC (stereo not given) | 2% | 15% | 1% | 0.4% | 10%
CN(C)c1ccc(C(=O)C(O)c2ccc(C(C)(C)C)cc2)cc1 (stereo not given) | 1% | 1% | 4% | 2.5% | -9%
Cc1cc(C)c(OCC(=O)N2CC=C(c3ccccc3)CC2)c(C)c1 | 0% | -2% | 52% | 0.8% | 15%
Cc1ccc(N(Cc2ccccc2)C(=O)c2cc(S(=O)(=O)N3CCOCC3)ccc2N2CCCC2)cc1 | 2% | 5% | 17% | 4.3% | 2%
COc1cccc(NC(=O)CN(C)S(=O)(=O)c2ccc(C)cc2)c1 | -3% | 8% | 1% | 1.2% | -4%
CCOC(=O)C1=C(C)OC(N)=C(C#N)C1c1ccccc1 (stereo not given) | -7% | -18% | -3% | 1.8% | -7%
CC(C)Sc1nnc([C@H](Cc2c[nH]c3ccccc23)NC(=O)OC(C)(C)C)o1 | -8% | -17% | 9% | i | 3%
Cc1cc(C)n(CC(=O)NNC(=O)CCCOc2ccc(Cl)c(C)c2)n1 | -10% | -5% | -15% | 1.1% | 14%
CCN(CCCNC(=O)C1CCN(C(=O)c2cc3sccc3n2C)CC1)Cc1ccccc1 | 0% | 1% | 0% | 0.8% | -6%
O=C(COc1ccc(NS(=O)(=O)c2ccc(F)cc2)cc1)N1CCOCC1 | 4% | -3% | -10% | i | -7%
Cc1cccc(CSc2nc3ccncc3n2CC(=O)Nc2cc(C)cc(C)c2)c1 | -5% | 0% | 6% | 2.7% | 1% | VEEV TC-83 Vero 10K pilot screen=1.5
O=C(NCc1ccccc1)Nc1cccn(Cc2ccccc2Cl)c1=O | ? | -11% | -4% | 2.5% | -3%

All compounds of this part, previewed entries included:
SMILES | M. tuberculosis HTS | Salmonella PhoP GFP | M. tuberculosis | VEEV TC-83 Vero | H1N1 NS1A inhibition | others
COc1ccc(S(=O)(=O)N2CCN(c3c(C)cccc3C)CC2)cc1OC | 1% | 2% | 16% | 0.4% | 1%
NC(=O)c1cc2cc(Cl)ccc2oc1=Nc1cccc(C(F)(F)F)c1 | -4% | -4% | / | 0.7% | 27%
Cc1ccc(C(OC(=O)c2ccco2)C(=O)NC2CCCCC2)cc1 (stereo not given) | 0% | -11% | -12% | i | 12%
Cc1c(C)c2ccc(OCC(=O)N3CCN(c4cccc(Cl)c4)CC3)cc2oc1=O | 17% | 6% | 9% | 0.1% | 5%
O=C1Nc2ccc(F)cc2C12SCCS2 | -2% | 12% | 20% | 1.5% | 3%
CCC(C)C(NC(=O)C1CCC(=O)N1C(=O)OCc1ccccc1)C(=O)NC(C(=O)N1CCCC1C(N)=O)C(C)CC (stereo not given) | 2% | 15% | 1% | 0.4% | 10%
CN(C)c1ccc(C(=O)C(O)c2ccc(C(C)(C)C)cc2)cc1 (stereo not given) | 1% | 1% | 4% | 2.5% | -9%
Cc1cc(C)c(OCC(=O)N2CC=C(c3ccccc3)CC2)c(C)c1 | 0% | -2% | 52% | 0.8% | 15%
Cc1ccc(N(Cc2ccccc2)C(=O)c2cc(S(=O)(=O)N3CCOCC3)ccc2N2CCCC2)cc1 | 2% | 5% | 17% | 4.3% | 2%
COc1cccc(NC(=O)CN(C)S(=O)(=O)c2ccc(C)cc2)c1 | -3% | 8% | 1% | 1.2% | -4%
CCOC(=O)C1=C(C)OC(N)=C(C#N)C1c1ccccc1 (stereo not given) | -7% | -18% | -3% | 1.8% | -7%
CC(C)Sc1nnc([C@H](Cc2c[nH]c3ccccc23)NC(=O)OC(C)(C)C)o1 | -8% | -17% | 9% | i | 3%
Cc1cc(C)n(CC(=O)NNC(=O)CCCOc2ccc(Cl)c(C)c2)n1 | -10% | -5% | -15% | 1.1% | 14%
CCN(CCCNC(=O)C1CCN(C(=O)c2cc3sccc3n2C)CC1)Cc1ccccc1 | 0% | 1% | 0% | 0.8% | -6%
O=C(COc1ccc(NS(=O)(=O)c2ccc(F)cc2)cc1)N1CCOCC1 | 4% | -3% | -10% | i | -7%
Cc1cccc(CSc2nc3ccncc3n2CC(=O)Nc2cc(C)cc(C)c2)c1 | -5% | 0% | 6% | 2.7% | 1% | VEEV TC-83 Vero 10K pilot screen=1.5
O=C(NCc1ccccc1)Nc1cccn(Cc2ccccc2Cl)c1=O | ? | -11% | -4% | 2.5% | -3%
COc1ccc(CCN(C)C2CCCN(C(=O)c3ccnn3C)C2)cc1OC (stereo not given) | -5% | -9% | -18% | 2.2% | -14%
CC12CCC(C(=O)N(c3ccc(Cl)cc3)C1=O)C2(C)C (stereo not given) | 8% | 14% | 16% | 1.6% | 0%
CN(C1CCCCC1)S(=O)(=O)c1ccc(SCC(=O)C(C)(C)C)nc1 | -4% | / | 2% | 2.5% | -13%
CSC(SC)=C(C#N)C(=O)c1ccccc1 | -2% | 0% | ? | 0.3% | ?
O=C(CNC(=O)C12CC3CC(CC(C3)C1)C2)N/N=C\c1ccccn1 | 2% | -14% | -9% | 1.4% | -3%
COc1ccc(S(=O)(=O)NCc2nc3nc(C)cc(C)n3n2)cc1OC | -6% | 0% | -13% | 0.2% | 9%
CCN(CC)c1nc(N)c([N+](=O)[O-])c(NCCO)n1 | -3% | -8% | -6% | i | 2%

2 neighbouring entries from above, quoted:
SMILES | M. tuberculosis HTS | Salmonella PhoP GFP | M. tuberculosis | VEEV TC-83 Vero | H1N1 NS1A inhibition | others
Cc1cc(C)n(CC(=O)NNC(=O)CCCOc2ccc(Cl)c(C)c2)n1 | -10% | -5% | -15% | 1.1% | 14%
CCN(CCCNC(=O)C1CCN(C(=O)c2cc3sccc3n2C)CC1)Cc1ccccc1 | 0% | 1% | 0% | 0.8% | -6%

(continued)
SMILES | M. tuberculosis HTS | Salmonella PhoP GFP | M. tuberculosis | VEEV TC-83 Vero | H1N1 NS1A inhibition | others
CNC(=S)N(CCc1ccc(OC)c(OC)c1)Cc1cc2c(C)cc(C)cc2[nH]c1=O | 2% | 17% | 10% | 0.4% | -5%
O=C1c2ccccc2C(=O)N1N(c1ccccc1)c1ccccc1 | / | / | / | 0.9% | 3%
O=C(Nc1ccc(Cl)cn1)c1cc(S(=O)(=O)N2CCCCC2)ccc1Cl | -5% | -17% | -12% | i | 3%
CCOC(=O)CNC(=O)c1c(C)nn(C)c1Cl | 20% | 11% | 8% | 0.6% | -6%
Cc1ccc2c(c1)N(CC(=O)NC1CCCc3ccccc31)C(=O)CO2 (stereo not given) | -17% | -5% | 3% | 2.3% | 0%
CCOc1ccc(OCC)c(NS(=O)(=O)c2ccc3c(c2)n(C)c(=O)c(=O)n3C)c1 | 1% | 0% | 0% | i | -2%
COC(=O)C1=C(C(C)=O)C(c2ccc(C(=O)OC)cc2)n2nnnc2N1 (stereo not given) | -2% | 3% | -6% | i | -4%
Cc1c(C(=O)OCC(=O)Nc2ccc3c(c2)OCO3)cccc1[N+](=O)[O-] | -1% | 6% | 73% | 0.5% | -5%
CCN(CC)c1ccc(CN(C(=O)c2cc(OC)c(OC)c(OC)c2)C2CCS(=O)(=O)C2)cc1 (stereo not given) | -3% | -19% | 12% | 2.7% | 17%
Cc1ccc(C)c(S(=O)(=O)NC(C)CCc2ccccc2)c1 (stereo not given) | 1% | -4% | 16% | 0.6% | 8%
CCOc1ccc(NC(=S)NCCCN2CCN(c3ccc(OC)cc3)CC2)cc1 | -1% | 17% | 58% | 0.6% | 20%
C/C(=N\Nc1ccc([N+](=O)[O-])cc1)c1ccc(C#N)cc1 | 6% | 7% | -9% | i | -7%
O=C(NNC1CC(=O)N(c2ccc(Br)cc2)C1=O)c1ccco1 (stereo not given) | 1% | 0% | ? | 0.2% | 2%
O=C(Nc1cccc(S(=O)(=O)N2CCCC2)c1)c1ccccc1OC(F)F | -9% | -3% | 14% | 7.5% | 17%
COc1ccc2c(c1)c1nc3n(c(=O)c1n2CC(=O)Nc1ccccc1)CCCS3 | 6% | 4% | 6% | 1.1% | -1%
Cc1cccc(C(=O)NC(=S)N2CCN(C(=S)NC(=O)c3cccc(C)c3)CC2)c1 | -8% | -13% | -17% | 0.1% | 26%
Cc1ccn2c(CNCc3cnn(C)c3)c(C(=O)N3CCCCCC3)nc2c1 | -9% | -2% | 1% | 0.7% | 0%
CCN(CC)S(=O)(=O)c1ccc(NCCCn2ccnc2)c([N+](=O)[O-])c1 | 8% | -8% | 5% | 0.1% | -7%
C1=C(c2cccc3ccccc23)N2CCN=C2S1 | 4% | -2% | 14% | i | -6%
O=C(NC1CCCCCC1)c1cc(-c2ccccn2)nc2ccccc12 | -1% | -5% | 10% | 4.4% | -3%
S=c1sscc1-c1ccccc1 | / | / | / | 1.8% | 33µM*
O=C(N/N=C/c1c(O)ccc2ccccc12)c1cccnc1 | 13% | 0% | -1% | 13% | 12µM*
O=c1cc(N2CCN(c3ccccc3)CC2)[nH]c(=O)n1-c1ccccc1Cl | 3% | 6% | 4% | i | 8%
O=C(COC(=O)C12CC3CC(CC(O)(C3)C1)C2)Nc1ccc(Br)cc1F | -3% | / | 6% | 3.0% | -6%
COc1ccccc1N1CCN(C(=O)c2ccoc2C)CC1 | 15% | -8% | 13% | 1.5% | 6%
Fc1ccc(NCc2cccnc2)cc1 | -4% | 2% | -10% | 0.2% | -10%
COC(=O)C1=C(C)NC(=S)NC1c1ccc(OCC(=O)N2CCCCC2)c(OC)c1 (stereo not given) | -2% | -8% | -7% | 1.9% | -7%
Cc1cc(C)n(CCc2nc(-c3ccc(-c4ccccc4)cc3)cs2)n1 | 7% | -8% | 66% | i | -1%
COc1ccc(NC(=O)Nc2nnc(-c3ccncc3)s2)cc1 | 7% | 7% | 6% | 5.6% | 4%
CN(C)S(=O)(=O)c1ccc(C(=O)NCc2ccc3[nH]c4c(c3c2)CCCC4)cc1 | -3% | 0% | 19% | 4.8% | 8%
COc1cccc(OC)c1C(=O)n1nc(C)cc1C | -5% | -5% | -4% | 0.9% | 11% | VEEV TC-83 Vero 10K pilot screen=0.7
CCc1ccc(OC(C)C(=O)N(Cc2ccco2)C2CCS(=O)(=O)C2)cc1 (stereo not given) | -5% | 5% | 8% | i | -13% | VEEV TC-83 Vero 10K pilot screen=0.8
O=C1NC(=O)C(=Cc2ccc3ccccc3c2)C(=O)N1 | -8% | -2% | -10% | i | 0%
CCCCOC(=O)C1=C(C)NC2(O)c3ccccc3C(=O)C12O (stereo not given) | 5% | -5% | -1% | 0.1% | -11%
C=CC1C(OC2OC(CO)C(O)C(O)C2O)OC=C(C(=O)OC)C1CC1CC(=O)CC(CC(=O)CCc2ccc(O)cc2)O1 (stereo not given) | -1% | 3% | 10% | i | -3%
CC(=O)NCC1CCN(C(=O)C2CCC(=O)N(CCc3cccc(F)c3)C2)CC1 (stereo not given) | 2% | 0% | 1% | 1.5% | -4%
CCN(CC)c1ccc(NC2=C(Cl)C(=O)c3ccccc3C2=O)cc1 | 5% | -3% | 21% | ? | 28%
Oc1ccc(-c2nc3c4c(ncn3n2)-c2ccccc2CC42CCCC2)cc1 | 8% | -24% | 15% | 7.8% | 18%
COc1ccccc1Nc1cc(C(=O)NC2CCCC2)c2ccccc2n1 | 8% | 4% | -5% | i | 2%
CCCCn1nnnc1SCC(=O)Nc1ccc(F)cc1 | -4% | -3% | 77% | i | -1%
CCOC(=O)c1ccc(NS(=O)(=O)c2ccc3c(c2)CCCN3C(C)=O)cc1 | -11% | 11% | 2% | 0.8% | 4%
Cn1nc(CC(=O)NCc2cccc3ccccc23)c2ccccc2c1=O | 0% | 8% | -12% | 0.1% | -1%
c1ccc2c(Oc3ccc4c(c3)OCO4)nncc2c1 | -6% | 19% | 2% | 1.8% | -9%
CN(C)Cc1c(O)ccc2occ(C(=O)c3ccc(F)cc3)c12 | -3% | 12% | 12% | 0.3% | -1%
